NOD1 NF-kB reporter: NOD1 signaling inhibitors, primary screen, cell-based, luminescence, uHTS (AID 1578). one-dose inhibition, % at 4 µM; EC50 in µM for titrated hits. actives 1% (n = 290,000). NOD1-driven NF-kB luciferase reporter cells, luminescence; higher % means a stronger effect; in the data active means inhibition mostly above about 36%, no sharp cut-off; inactive means mostly below about 34%;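 further: HEK-293T reporter cells stimulated with the NOD1 agonist gamma-tri-DAP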
Siah-1 displacement: Siah-1 peptide-binding antagonists, primary screen, biochemical, fluorescence polarization, rhodamine-plectin, uHTS (AID 1817) | actives 0.02% (n = 290,000) | Siah-1 / rhodamine-plectin peptide fluorescence polarization; higher % means a stronger effect | one-dose displacement, % at 20 µM; IC50 in µM for titrated hits | E3 ubiquitin-protein ligase SIAH1 (Homo sapiens);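 active means displacement of at least 50% at 20 µM, with a fluorescence ratio check between 0.3 and a set limit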;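 further: plate controls were Siah plus tracer with DMSO for no effect and tracer alone without Siah for full effect; strong numbers were not always called active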
GPR55 beta-arrestin: GPR55 agonists via beta-arrestin recruitment, primary screen, imaging, U2OS cells, beta-arrestin-GFP redistribution (AID 1961). G-protein coupled receptor 55 (Homo sapiens). U2OS GPR55 beta-arrestin-GFP redistribution imaging; higher % means a stronger effect. activation, % at 10 µM, or EC50 in µM where a hit was titrated. actives 0.048% (n = 290,000);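 active means activation above 40% with more than 50 cells counted in the well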;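 further: U2OS osteosarcoma cells stably expressing GPR55 and beta-arrestin-GFP; plate controls were DMSO negative control for no effect and LPI positive control for full effect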
KOR beta-arrestin-1: KOR agonists, beta-arrestin recruitment, primary screen, cell-based, luminescence, uHTS (AID 1777). Kappa-type opioid receptor (Homo sapiens). KOR beta-arrestin recruitment, luminescence; higher % means a stronger effect. one-dose activation, % at 10 µM; EC50 in µM for titrated hits. actives 0.02% (n = 280,000); in the data active means activation above about 50%, passing the limit was not always enough; further: a part of the inactive calls stands beside numbers as strong as those of hits
GPR55 antagonists: GPR55 antagonists blocking LPI-driven arrestin recruitment, primary screen, imaging, U2OS, beta-arrestin-GFP, LPI agonist (AID 2013). G-protein coupled receptor 55 (Homo sapiens). U2OS GPR55 beta-arrestin-GFP translocation imaging, LPI antagonism; higher % means a stronger effect. one-dose inhibition, % at 10 µM; IC50 in µM for titrated hits. actives 0.13% (n = 290,000);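 active means spots per cell inhibited over 60%, with over 100 cells counted and total cytoplasm intensity under 500,000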;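 further: U2OS cells stably carrying GPR55 and arrestin-GFP stimulated by 5 µM LPI near EC80; imaged beta-arrestin-GFP aggregate spots per cell after agonist stimulation; plate controls were LPI-stimulated DMSO wells for no effect and DMSO wells without LPI for full effect; some results filed as inactive read as strong as hits; confirmed hits need IC50 under 10 µM and bright autofluorescent wells are also inconclusive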
HIV fusion peptide: inhibitors of HIV fusion peptide binding, primary screen, biochemical, uHTS, fluorescence dequenching (AID 1986). cell-free peptide binding, fluorescence dequenching, 30 min; higher % means a stronger effect. inhibition, % at 20 µM, or IC50 in µM where a hit was titrated. actives 0.3% (n = 290,000); in the data active means inhibition mostly above about 52%, no sharp cut-off; inactive means mostly below about 76%; further: some results filed as inactive read as strong as hits
AID2073: inhibitors of Mint1-CaV2.2 protein interaction, biochemical, HTRF (AID 2073). Voltage-dependent N-type calcium channel subunit alpha-1B (Homo sapiens). HTRF protein-protein interaction, Mint1-CaV2.2; higher % means a stronger effect. inhibition, % at 20 µM; hits with a dose series show IC50 in µM. actives 0.19% (n = 290,000); in the data active means inhibition mostly above about 51%, no sharp cut-off; further: some results filed as inactive read as strong as hits
KOR beta-arrestin-2: KOR antagonists, beta-arrestin recruitment, cell-based, luminescence, uHTS (AID 1778); actives 0.091% (n = 290,000); Kappa-type opioid receptor (Homo sapiens); KOR beta-arrestin recruitment, luminescence, antagonist mode; higher % means a stronger effect; one-dose inhibition, % at 10 µM; IC50 in µM for titrated hits; in the data active means inhibition above about 50%; further: strong numbers were not always called active
GPR35 arrestin U2OS: GPR35 antagonists blocking zaprinast-driven arrestin recruitment, primary screen, imaging, U2OS, beta-arrestin-GFP, zaprinast agonist (AID 2058); actives 0.052% (n = 290,000); inhibition, % at 10 µM; hits with a dose series show IC50 in µM; G-protein coupled receptor 35 (Homo sapiens); U2OS GPR35 beta-arrestin-GFP translocation imaging, zaprinast antagonism; higher % means a stronger effect;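 active means inhibition of at least 50% with at least 30 cells and total cytoplasm GFP at most 10,000,000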
The depositor's hits bear a star; · = not tested or not shown; [ ] = remark or other dose.

SMILES | NOD1 NF-kB reporter | Siah-1 displacement | GPR55 beta-arrestin | KOR beta-arrestin-1 | GPR55 antagonists | HIV fusion peptide | AID2073 | KOR beta-arrestin-2 | GPR35 arrestin U2OS
Cc1ccc(NC(=O)CCOc2ccccc2)cc1 | -13% | 3% | 0.3% | -4.1% | 6% | -0.4% | 2% | 29% | 2%
CCC(NS(=O)(=O)c1ccc(C)cc1)C(=O)N1CCOCCOCCOCCOCC1 (configuration not stated) | -29% | -2% | -0.1% | -2.9% | -3% | -0.8% | 9% | 16% | 3%
COc1ccc(C2C(C(=O)Nc3ccccc3)=C(C)N=C3SCC(=O)N32)cc1 (configuration not stated) | -18% | 0% | -0.3% | -3.3% | -1% | 0.6% | -2% | -6% | -15%
CCNC(=O)Cn1cc(C(F)(F)F)cc(Cl)c1=O | 0% | 5% | 0.9% | 3.0% | 3% | 0.1% | 2% | 4% | -2%
COc1ccc(CNCCC(c2ccc(F)cc2)c2ccc(OC(C)C)cc2)cc1OC (configuration not stated) | 4% | -9% | 0.4% | 8.3% | 53% | -0.5% | 15% | -157% | -2%
CCCCn1c(N)c(Sc2ccccc2[N+](=O)[O-])c(=O)[nH]c1=O | -9% | -2% | 0.1% | -3.0% | 0% | -0.5% | 9% | -4% | -1%
O=C(CN1C(=O)c2ccccc2C1=O)N1CCN(S(=O)(=O)c2ccccc2)CC1 | -49% | 4% | -0.1% | -2.1% | 6% | -1.2% | -2% | 7% | -6%
Cc1nnc(C)n1N1C(=O)c2cccc3cccc(c23)C1=O | -11% | -1% | -0.1% | 5.6% | -10% | -2.4% | -6% | -16% | 12%
COc1ccc(N(C(=O)c2snc(C(N)=O)c2N)C(C(=O)NCc2ccc(F)cc2)c2ccc(O)cc2)cc1 (configuration not stated) | 22% | 1% | -0.1% | 1.9% | -8% | 1.1% | 12% | -32% | 14%
Cc1ccc(CNCC(=O)Nc2cccc(S(=O)(=O)NC3=NCCCCC3)c2)cc1 | -14% | 5% | 0.3% | -9.8% | -29% | 1.1% | -5% | -25% | -10%
CCN(CC)CCCNC(=O)C1CCC(=O)N(c2ccc(OC)cc2)C1c1ccc(F)cc1 (configuration not stated) | 4% | -3% | -0.1% | 5.0% | -4% | -1.1% | -5% | 0% | -2%
CCCn1c(N)c(Sc2ccc([N+](=O)[O-])cc2)c(=O)n(CCC)c1=O | -17% | -3% | -0.3% | -2.0% | 12% | 0.1% | 8% | 30% | 0%
CCN(CC)S(=O)(=O)c1cccc(C(=O)Nc2ccccc2)c1 | 16% | 5% | -0.1% | 8.0% | -1% | -1.1% | 11% | 12% | -7%
CC(=O)N1CCCN(C(=O)c2cc(COc3c(F)cccc3F)on2)CC1 | 24% | -3% | -0.1% | -7.4% | 11% | -2.4% | 7% | 49% | 16%
O=C(c1ccc(N2C(=O)C3C4c5ccccc5C(c5ccccc54)C3C2=O)cc1)N1CCOCC1 (configuration not stated) | -15% | 2% | -0.4% | 0.7% | 12% | 0.2% | -3% | · | 6%
O=C(O)CC(c1ccc(F)cc1F)N1Cc2ccccc2C1=O (configuration not stated) | 0% | 9% | 0.0% | -3.6% | 34% | 1.1% | 6% | 0% | 8%
O=C(NCCCNC(=O)c1ccccn1)c1ccc(Br)cc1 | 11% | -6% | -0.1% | -4.1% | 4% | -1.5% | 12% | -3% | 9%
Cc1cccc(C)c1OCC(=O)Nc1cccc(-c2nnc(-c3ccccc3)o2)c1 | -24% | 1% | 0.0% | -0.8% | 10% | -0.2% | -7% | -3% | -7%
Cc1cccc(NC(=O)/C=C/c2cccs2)n1 | -44% | -6% | 0.2% | -1.6% | -13% | -0.5% | 3% | -18% | 9%
CCn1cc(Cl)c(C(=O)Nc2ccccc2C(N)=O)n1 | -70% | -2% | -0.5% | 1.9% | -3% | -1.4% | -3% | -2% | -7%

Of the compounds above, 2 have an aryl thioether with sulfur outside any ring.
SMILES | NOD1 NF-kB reporter | Siah-1 displacement | GPR55 beta-arrestin | KOR beta-arrestin-1 | GPR55 antagonists | HIV fusion peptide | AID2073 | KOR beta-arrestin-2 | GPR35 arrestin U2OS
CCCCn1c(N)c(Sc2ccccc2[N+](=O)[O-])c(=O)[nH]c1=O | -9% | -2% | 0.1% | -3.0% | 0% | -0.5% | 9% | -4% | -1%
CCCn1c(N)c(Sc2ccc([N+](=O)[O-])cc2)c(=O)n(CCC)c1=O | -17% | -3% | -0.3% | -2.0% | 12% | 0.1% | 8% | 30% | 0%

Going on with the list.
SMILES | NOD1 NF-kB reporter | Siah-1 displacement | GPR55 beta-arrestin | KOR beta-arrestin-1 | GPR55 antagonists | HIV fusion peptide | AID2073 | KOR beta-arrestin-2 | GPR35 arrestin U2OS
Brc1ccc2ncc(Br)cc2c1 | -1% | 7% | -0.4% | 3.7% | 2% | 1.4% | 14% | -25% | -8%
O=C(CCc1nc(-c2cccs2)no1)Nc1cnc2ccccc2c1 | -35% | 5% | -0.1% | 2.0% | 6% | 1.6% | 9% | 0% | 8%
COCCn1nnnc1C(c1cccc(C#N)c1)N1CCCCCC1 (configuration not stated) | 14% | 2% | 0.3% | 13% | -8% | -1.2% | 5% | 10% | -4%
COC(=O)Sc1nc(N2CCOCC2)c2c(c1C#N)CC(C)(C)OC2 | -13% | -1% | -0.2% | -3.9% | 7% | -2.5% | 31% | 14% | -3%
COc1ccc(NC2CCCN(C(=O)CCCN3CCCCC3=O)C2)cc1 (configuration not stated) | 19% | 2% | -0.1% | 15% | 1% | 2.0% | -9% | -7% | 11%
Cc1cnn(-c2cc(N/N=C/c3ccc(F)cc3)ncn2)c1 | -56% | 1% | 0.0% | -1.7% | -6% | 0.9% | -8% | -6% | -1%
COCCN1C2=C(C(=O)CC(C)(C)C2)C(c2ccc(O)c(OC)c2)C2=C1CC(C)(C)CC2=O | -20% | 14% | 0.2% | -4.8% | 2% | -1.2% | -3% | 12% | 19%
CCOc1ccccc1CNC(=O)C(C)n1nc(C)c2c(C)n(-c3ccccc3)nc2c1=O (configuration not stated) | 6% | 10% | 0.4% | -2.0% | 9% | 1.0% | 0% | -21% | 22%
COc1cccc(CN(C)CC(=O)Nc2sc3c(c2C#N)CCC3)c1 | -8% | 15% | -0.4% | -4.8% | 1% | 3.8% | 36% | -22% | -8%
Cc1cc(C)n(-c2nnc(NC34CC5CC(CC(C5)C3)C4)nn2)n1 | 22% | 1% | 0.3% | -3.0% | -2% | -1.3% | -5% | -8% | 5%
CN(CC(=O)Nc1ccc2c(c1)CCC2)CC(=O)Nc1ccccc1Br | -17% | -3% | 0.0% | 3.4% | 4% | -0.7% | -12% | -42% | -8%
COc1ccccc1CNC(=O)C(NC(=O)c1ccccc1)C(C)C (configuration not stated) | -28% | 5% | -0.5% | -0.6% | 16% | -1.4% | -8% | -11% | 2%
Cc1sc(NC(=O)c2ccco2)c(C(Nc2ccccn2)c2ccccc2)c1C (configuration not stated) | -9% | -3% | -0.1% | 0.9% | 10% | 1.5% | 6% | 10% | 4%
COC(=O)[C@@H](NC(=O)NCCC1=CCCCC1)C(C)C | 0% | 3% | 0.3% | -0.5% | 2% | 1.1% | 4% | -17% | 18%
Cc1n[nH]c(C)c1S(=O)(=O)N(CC(=O)Nc1ccc2c(c1)OCCO2)c1ccc(C(C)C)cc1 | 24% | 1% | -0.1% | 18% | -11% | 1.1% | -2% | -29% | 8%
NCc1c(O)ccc2ccccc12 | -6% | 0% | 0.2% | -0.7% | 4% | -1.3% | 28% | 24% | 11%
CC1=C(C#N)C(c2cccnc2)C2=C(N1)c1ccccc1C2=O (configuration not stated) | -12% | 3% | 0.1% | -3.9% | -14% | -1.0% | 8% | -2% | -13%
Cc1cc(C)nc(SCC(=O)c2ccc(F)cc2)n1 | 11% | -2% | 0.0% | 3.2% | -1% | -2.7% | -30% | -15% | -9%
Cc1cc(NC(=O)COc2cccnc2[N+](=O)[O-])no1 | -26% | -1% | -0.1% | -9.0% | -1% | 0.3% | -7% | 9%[20 µM] | -9%
COc1ccccc1N=Nc1c(C)[nH]n(-c2ccccc2)c1=O | -30% | 1% | -0.1% | -3.2% | -8% | -1.7% | 2% | 22% | -7%
Cc1ccc(N(C)S(=O)(=O)c2ccc(-c3ccc(=O)[nH]n3)s2)cc1C | -10% | -1% | 0.0% | 3.2% | -5% | 2.6% | 8% | -51% | 1%
O=C(CCN1C(=O)c2ccccc2C1=O)Nc1ccc(F)cc1 | -20% | -1% | 0.3% | -3.2% | 11% | -1.4% | 6% | 30% | 10%
COc1ccc(C2C(C(=O)c3sc(C)nc3C)=C(O)C(=O)N2CCN(C)C)cc1 (configuration not stated) | -18% | -1% | -0.1% | -0.7% | 1% | 0.5% | -10% | -15% | 2%
CCn1c(SCc2nc3ccccc3c(=O)[nH]2)nnc1-c1cccnc1 | -17% | -5% | -0.2% | -0.1% | 16% | -0.8% | 7% | 21% | -6%
COC(=O)c1cccc(NC(=S)N2CCOCC2)c1 | -21% | 13% | -0.1% | -3.4% | 2% | -1.0% | -4% | -32%[20 µM] | 3%
Cc1nc(CSc2ccc(Cl)cc2)cs1 | -7% | -2% | -0.1% | -0.5% | 6% | 0.6% | 0% | 1% | 3%
CCSc1nc2ccccc2n1C(=O)c1ccc(S(=O)(=O)N2CCCCCC2)cc1 | 7% | -2% | -0.1% | -1.7% | -2% | -1.3% | -3% | 1% | 6%
Cc1noc(C)c1COC(=O)c1ccc(F)c(S(=O)(=O)N2CCCCC2)c1 | -25% | -3% | 0.8% | -2.2% | 4% | -0.3% | -2% | 5% | -3%
O=C(CSc1nnnn1-c1cccc2c1CCCC2)NC1CCCC1 | 10% | 5% | -0.2% | 3.7% | 12% | -0.3% | 4% | -7% | -6%
CCNC(=O)NC(=O)C(C)On1nnc2ccc(S(=O)(=O)N(CC)CC)cc21 (configuration not stated) | -32% | -5% | 0.3% | 10% | 17% | 1.0% | 0% | 19% | 7%
COCCN(C(=O)C(F)(F)F)C(C(=O)NC1CCCCC1)c1ccco1 (configuration not stated) | 26% | -6% | 0.6% | -5.2% | 7% | -1.9% | -4% | -15% | 6%
Cc1ccc(S(=O)(=O)N(C)Cc2nc(-c3ccncc3)no2)cc1 | -2% | 2% | -0.2% | -4.8% | 20% | -1.2% | -1% | 37% | -8%
C=CCN(c1ccc(OC)cc1)S(=O)(=O)c1ccc(Cl)c(C(=O)OCC(=O)NC2CC2)c1 | -11% | 10% | 0.1% | -1.1% | 5% | 1.8% | -3% | 9% | -7%
N#CC1=C(N)Oc2cc(N)ccc2C1C1CC=CCC1 (configuration not stated) | 25% | -2% | 0.3% | -0.6% | 9% | -3.2% | 2% | 1% | -3%

Screens: PubChem, Sanford-Burnham Center for Chemical Genomics

An excerpt. The share of hits here may be higher or lower than overall.
